# RSV CPE inhibition: RSV antiviral activity via CPE protection, HEp-2 cells, primary 10 µM value included (AID 2391) | HEp-2 cells, RSV-induced CPE inhibition; higher % means a stronger effect | CPE inhibition, % at 10 µM, or IC50 in µM where a hit was titrated | actives 0.13% (n = 310,000); in the data active = a potency from the dose series; inconclusive = CPE inhibition mostly from about 23% at the one dose, without a potency; inactive = the rest, 99 in 100 with CPE inhibition below about 21%; note: strong numbers were not always called active
# XIAP displacement: XIAP antagonists, biochemical, IAP family, fluorescence polarization (AID 1018); displacement, % at 20 µM, or IC50 in µM where a hit was titrated; actives 0.007% (n = 200,000); XIAP BIR domain, fluorescence polarization peptide displacement; higher % means a stronger effect; E3 ubiquitin-protein ligase XIAP (Homo sapiens); in the data active = displacement above about 50%; note: a part of the inactive calls stands beside numbers as strong as those of hits
# West Nile virus CPE: West Nile virus antiviral activity, cell-based, CPE readout (AID 1621); West Nile virus-infected cells, CPE inhibition; higher % means a stronger effect; CPE inhibition, % at 10 µM, or IC50 in µM where a hit was titrated; actives 0.02% (n = 290,000); in the data active = a potency from the dose series; inconclusive = CPE inhibition mostly from about 3.7% at the one dose, without a potency; inactive = the rest, 99 in 100 with CPE inhibition below about 2.2%; note: strong numbers were not always called active
# Large T inhibition: SV40 large T antigen inhibitors, biochemical (AID 1903). one-dose inhibition, % at 20 µM; IC50 in µM for titrated hits. SV40 large T antigen ATPase/helicase inhibition assay; higher % means a stronger effect. actives 0.39% (n = 310,000); in the data active = a potency from the dose series; inconclusive = inhibition mostly from about 32% at the one dose, without a potency; inactive = the rest, 99 in 100 with inhibition below about 32%; note: strong numbers were not always called active
# Yfh1-off respiration: enhancers of respiration in Yfh1-depleted yeast, dose response, Friedreich's ataxia, plus single-dose screen (AID 1465) | one-dose fold induction at 50 µM; EC50 in µM for titrated hits | actives 0.074% (n = 220,000) | S. cerevisiae Yfh1-off respiration, WST-1 reduction, 72 h; higher fold induction means a stronger effect;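 active = fold induction of absorbance versus untreated yeast above a set limit, then at least 30% activation at any dose in follow-up; inconclusive = repeats straddling the limit, or above it without dose testing; inactive = fold induction below the set limit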;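 note: activators that raise dye reduction in frataxin-depleted yeast; strong numbers were not always called active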
# NS5 inhibitors: Dengue-2 NS5 methyltransferase inhibitors, primary screen, biochemical, confirmation dose response (AID 588689) | Dengue-2 NS5 methyltransferase capping enzyme assay, biochemical; higher % means a stronger effect | inhibition, % at 25 µM, or IC50 in µM where a hit was titrated | actives 0.3% (n = 340,000); in the data active = a potency from the dose series; inconclusive = inhibition above about 29% without an active follow-up result
# UTI89 phage lysis: inhibition of K1F phage lysis, E. coli UTI89, bacterial capsule biogenesis inhibitors, alamar blue (AID 488966). E. coli UTI89 K1F phage lysis, alamar blue, 2 h; higher % means a stronger effect. inhibition, % at 100 µM, or IC50 in µM where a hit was titrated. actives 0.02% (n = 340,000);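 active = phage lysis inhibition, versus mean bacterial control, above a set limit; inconclusive = no clear call, values can overlap the other calls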;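 note: capsule biogenesis inhibitors block K1F phage lysis so surviving cells raise fluorescence; higher fluorescence means more inhibition of phage lysis; actives were called in the ten point dose series up to 300 µM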
# CSM14.1 death rescue: rescue of cells from ER stress-induced death, primary screen, 384-well, CSM14.1, thapsigargin, ATP luminescence (AID 1222). CSM14.1 thapsigargin-induced death rescue, ATP luminescence; higher % means a stronger effect. one-dose cellular ATP content (survival), % at 20 µM; EC50 in µM for titrated hits. 190,000 tested, under 10 active;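 active = EC50 below 50 µM in the dose-response confirmation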;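 note: death triggered by thapsigargin at about 15 µM added after 2 h compound pretreatment; cell ATP read after overnight thapsigargin exposure of roughly 18 to 22 hours; normalized against plate controls of thapsigargin alone and 5% DMSO vehicle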
# WT yeast gro inh: growth inhibition of WT strain, primary screen, mitochondrial fusion inhibitor project, WT and mutant strains, chemical genetic. actives 2.1% (n = 190,000). inhibition, % at 10 µM. AID 1362, 2008. mitochondrial fusion phenotypic screen; in the data active = inhibition above about 58%; tested in S. cerevisiae
# WT yeast gro inh mutant strain: recorded beside WT yeast gro inh, whose call it bears; inhibition, %; mitochondrial fusion phenotypic screen, mutant strain inhibition
# NS5 inhibitors pilot replicate: further read-out of NS5 inhibitors, marked with its call; inhibition, %; measured here: pilot screen replicate inhibition
# * hit, by the source's call; i = inactive; ? = inconclusive; nt = not tested or not shown; & = joins results of further samples; [ ] = dose if it differs, or a comment.
SMILES,RSV CPE inhibition,XIAP displacement,West Nile virus CPE,Large T inhibition,Yfh1-off respiration,NS5 inhibitors,UTI89 phage lysis,CSM14.1 death rescue,WT yeast gro inh,WT yeast gro inh mutant strain,others
N#CC(CCN1CCOCC1)(c1ccccc1)c1ccccc1,1.0%,nt,0.0%,6%,nt,3%,0.4%,nt,nt,nt,
CCCN1CCC[C@H](c2cccc(O)c2)C1,-2.1%,nt,nt,21%,nt,2%,-1.8%,nt,nt,nt,
CSC1=NP(=S)(SC)N(C)c2nc3n(c21)CCC3 (configuration not stated),1.4%,-0.4%,1.2%,19%,i,nt,nt,-0.1%,-6,5,
O=C1NC(=O)N(Cc2ccccc2Cl)C(=O)/C1=C/N1CCOCC1,3.3%,-8.2%,-0.1%,18%,i,-57%,0.5%,-1.8%,-19,-3,NS5 inhibitors pilot replicate=-22
Cc1ccc2c(c1)C1CN(C)CCC1N2C(=S)Nc1cccnc1 (configuration not stated),-0.5%,-6.5%,-0.5%,1%,i,2%,1.1%,-0.9%,-2,9,
c1ccc2c(c1)Sc1ccccc1N2CC1CN2CCC1CC2 (configuration not stated),12%,nt,25%,21%,i,-7%,7.7%,nt,nt,nt,
C/C(=C/C=C/[C@@H](C)C(=O)O)[C@H]1CN[C@H](C(=O)O)[C@H]1CC(=O)O,1.2%,-6.7%,-0.1%,3%,i,1%,-3.0%,-3.0%,-18,-12,
O=[N+]([O-])c1cc(F)c(N2CCCC2)cc1Br,?,-0.8%,-1.8%,12%,i,-3%,-0.3%,2.3%,-8,26,
N[C@@H](Cc1c[nH]c2ccccc12)c1nnc(SCc2c(F)cccc2Cl)o1,-1.5%,-17%,-1.3%,4%,i,-7%,1.6%,-2.1%,6,-14,NS5 inhibitors pilot replicate=-1.2
CC[N+](CC)(CC)CC,-1.6%,nt,0.5%,-1%,i,0%,2.6%,nt,nt,nt,
CCCOC(=O)Nc1ccc([As](=O)(O)O)cc1NC(=O)OCCC,-0.6%,nt,0.1%,3%,i,-6%,0.3%,nt,nt,nt,
CC(/C=N/NC(=O)c1n[nH]c2c1CCC2)=C\c1ccccc1,0.0%,-4.2%,0.0%,5%,i,-1%,0.3%,-3.7%,6,-2,
CCOC(=O)c1ccc(NC(=O)C2C3C=CC(O3)C2C(=O)O)cc1 (configuration not stated),1.9%,-1.2%,0.1%,-5%,i,nt,nt,nt,13,-6,
COc1ccc(Cl)cc1C(=O)C1CCCN(Cc2cnc(C)s2)C1 (configuration not stated),-0.6%,-1.9%,-1.0%,5%,i,-6%,-1.1%,3.8%,5,25,
CC(C)c1ccc(N2C(=O)NC(=O)/C(=C/C=C/c3ccco3)C2=O)cc1,5.6%,2.5%,0.4%,?,i,-68%,2.3%,3.5%,-7,-4,
COc1cccc(C2(O)CCSCC2CN(C)C)c1 (configuration not stated),0.7%,-3.2%,0.0%,-7%,i,-3%,0.0%,0.0%,2,11,
COc1ccc(-c2cc(C(F)(F)F)n3nc(C(=O)N4CCC5(CC4)OCCO5)cc3n2)cc1OC,8.8%,-1.7%,0.2%,4%,i,0%,1.7%,3.3%,16,28,
Brc1ccc2c(c1)C(OC1CN3CCC1CC3)c1ccccc1CS2 (configuration not stated),5.2%,-0.7%,-1.0%,5%,i,-1%,-0.9%,17%,82*,37*,
COc1ccc(C(=O)C2CCCN(Cc3ccsc3)C2)cc1OC (configuration not stated),0.7%,-6.9%,-0.6%,-2%,i,-5%,0.3%,-1.5%,4,-4,
C=Cn1ccnc1P(=S)(c1cc(N(CC)CC)ns1)c1nccn1C=C,0.6%,-3.8%,-0.4%,0%,i,0%,0.4%,2.6%,12,6,
CCOP(=S)(OCC)SCOC(=O)NCC(=O)OC,1.4%,-4.4%,0.0%,14%,i,-14%,0.2%,2.2%,-8,3,
COc1ccc(C(=O)OC2CC3CCC(C2)[N+]3(C)[O-])cc1OC (configuration not stated),0.5%,nt,0.1%,23%,nt,-8%,0.5%,nt,nt,nt,
CC1=C(C/C(C)=C/c2ccccc2)/C(=C/CO)[C@@H]2OC(=O)O[C@]2(C)C12CC2,3.9%,nt,-0.5%,15%,i,5%,0.5%,nt,nt,nt,
O=S(=O)(c1ccc(F)cc1)N1CCCC1c1cccnc1 (configuration not stated),0.8%,nt,0.8%,6%,i,5%,0.3%,nt,nt,nt,
CN1OCC2Cn3c(nc4ccccc43)C21 (configuration not stated),3.9%,nt,0.4%,16%,i,2%,-0.5%,nt,nt,nt,
Cc1nc2ccccc2c(=O)n1-c1ccc(C(=O)O)cc1,0.5%,nt,0.3%,19%,i,-7%,-0.2%,nt,nt,nt,
CCc1cccc2c(C#N)cn(CC(=O)N3CCOCC3)c12,1.8%,-7.6%,0.3%,2%,i,-4%,9.3%,-2.7%,-16,-10,
COc1ccc(CNCCc2c[nH]c3ccccc23)cc1OC,2.5%,nt,0.1%,8%,nt,-7%,-0.2%,nt,nt,nt,
COCCn1c(-c2ccccc2)cc(C(=O)O)c1C,1.1%,nt,0.0%,nt,i,-9%,-0.3%,nt,nt,nt,
CC/C(=N\NC(=O)c1ccccc1)c1c(O)n(Cc2ccccc2)c(=O)[nH]c1=O,1.6%,nt,-0.1%,1%,i,nt,nt,nt,nt,nt,
CCOC(=O)c1c(C)n(Cc2ccc(F)cc2)c2ccc(O)cc12,15%,nt,-1.3%,13%,i,-5%,0.0%,nt,nt,nt,
C=CCc1cc(OC)c2c(c1)OCO2,2.3%,nt,nt,4%,nt,-2%,2.9%,nt,nt,nt,
CCc1ccc(NC(=O)CCNC(=O)N2C[C@H]3C[C@@H](C2)c2cccc(=O)n2C3)cc1,0.9%,nt,1.0%,2%,nt,-4%,1.0%,nt,nt,nt,
CCOC(=O)c1c(/N=C/c2c(O)n(-c3ccccc3F)c(=S)[nH]c2=O)sc2c1CCCC2,5.5%,-20%,0.0%,26%,i,23%,0.0%,-0.3%,-9,-6,
O=P(Nc1cccnc1)(Oc1ccccc1)Oc1ccccc1,1.4%,-6.8%,-0.6%,9%,i,-4%,0.2%,-0.6%,-9,1,
CC(=O)c1c(C)n(CC2CCCO2)c2ccc(O)cc12 (configuration not stated),1.8%,-3.4%,1.2%,3%,i,0%,5.2%,-1.6%,1,19,
COc1ccc(-n2c(-c3ccccc3[N+](=O)[O-])nc3ccccc3c2=O)cc1,3.0%,nt,-0.8%,6%,nt,-8%,-0.6%[50 µM],nt,nt,nt,
CCC(COC(=O)NC)NC(=O)Oc1cccc(C)c1 (configuration not stated),0.7%,-2.2%,-0.2%,2%,i,16%,-0.2%,-0.5%,0,19,
CN1C(=O)C(=Cc2ccc(OCC(=O)Nc3ccccc3)cc2)C(=O)N(C)C1=O,1.3%,nt,0.3%,5%,nt,-35%,0.0%,nt,nt,nt,
COC(=O)C1=C(c2cc3ccccc3s2)C[C@@H]2CC[C@H]1N2C(=O)NCc1cccc2ccccc12,11%,nt,1.1%,20%,i,-6%,-0.7%,nt,nt,nt,
CCOc1ccc(N=Cc2c(O)n(Cc3ccccc3)c(=S)[nH]c2=O)cc1,nt,nt,0.4%,7%,i,7%,-2.0%,nt,nt,nt,
CC[N+](CC)(CC#CCO)CC#Cc1ccccc1,1.0%,-6.7%,0.0%,6%,i,-12%,0.4%,nt,-14,7,
Cc1ccsc1C(=O)C1CCCN(Cc2ccn[nH]2)C1 (configuration not stated),-0.2%,-6.6%,0.2%,6%,i,0%,0.2%,-3.0%,-5,2,
CCc1nnc(NC(=O)CCc2nc(C3=CCN(C)CC3)no2)s1,-2.1%,-6.0%,0.1%,nt,i,4%,0.7%,1.3%,nt,nt,
CC(NCC#Cc1ccccc1)C(O)c1ccccc1 (configuration not stated),-0.3%,-4.1%,-0.5%,9%,i,-4%,0.3%,-1.6%,5,12,
COc1ccc(C(CNC(=O)Cc2ccc(Cl)c(Cl)c2)N(C)C)cc1 (configuration not stated),-2.6%,-2.0%,0.8%,1%,i,-12%,1.0%,0.9%,13,0,
CCCCc1nc2ccccc2c(=O)n1-c1ccccc1O,-1.5%,-5.0%,1.0%,-10%,i,-8%,-0.4%,-0.9%,7,0,
Fc1cccc(CCNCc2ccccn2)c1,0.3%,-1.6%,0.0%,10%,i,-5%,-3.5%,4.0%,8,16,

# Retrieved by compound from the entries so far (two):
SMILES,RSV CPE inhibition,XIAP displacement,West Nile virus CPE,Large T inhibition,Yfh1-off respiration,NS5 inhibitors,UTI89 phage lysis,CSM14.1 death rescue,WT yeast gro inh,WT yeast gro inh mutant strain,others
Cc1ccsc1C(=O)C1CCCN(Cc2ccn[nH]2)C1 (configuration not stated),-0.2%,-6.6%,0.2%,6%,i,0%,0.2%,-3.0%,-5,2,
CCC(COC(=O)NC)NC(=O)Oc1cccc(C)c1 (configuration not stated),0.7%,-2.2%,-0.2%,2%,i,16%,-0.2%,-0.5%,0,19,

# (continued)
SMILES,RSV CPE inhibition,XIAP displacement,West Nile virus CPE,Large T inhibition,Yfh1-off respiration,NS5 inhibitors,UTI89 phage lysis,CSM14.1 death rescue,WT yeast gro inh,WT yeast gro inh mutant strain,others
C#CCN(C)[C@H](C)Cc1ccccc1,-1.9%,-10%,0.3%,4%&5%,i,-2%,0.2%,-2.9%,-1,11,
CN(C)P(=O)(NC(=O)c1cccn1C)N(C)C,1.1%,-5.1%,0.5%,4%,i,-7%,-1.7%,-1.8%,-13,8,
CCN1C[C@@]2(COC)C3[C@@H](OC)[C@H]4[C@@H]1[C@@]3(C1C[C@@]3(O)[C@H](OC(=O)c5ccccc5)C1[C@]4(OC(C)=O)[C@@H](O)[C@H]3OC)[C@@H](OC)C[C@H]2O (some centres not stated),-1.2%,nt,-0.7%,23%,i,nt,nt,nt,nt,nt,
C[C@H]1[C@H](OC(=O)CCC(=O)NCc2ccc(C(=O)O)cc2)O[C@@H]2O[C@@]3(C)CC[C@H]4[C@H](C)CC[C@@H]1C24OO3,11%,nt,-0.5%,3%,nt,-8%,0.0%,nt,nt,nt,
CC(=O)NCCc1c[nH]c2ccccc12,2.7%,nt,0.4%,13%,nt,4%,-2.9%,nt,nt,nt,
O=C(CSc1ccccc1)N1CCC2(CC1)OCCO2,3.1%,2.0%,-0.6%,13%,i,-2%,-0.7%,1.5%,-12,3,
CN(C)C(=O)Oc1cc(=O)n2c3c(cccc13)CCC2,2.6%,7.2%,0.2%,15%,i,-8%,1.4%[50 µM],-3.5%,3,-2,
O=c1[nH]c(=O)n(Cc2ccc(F)cc2)c(O)c1/C=N/Nc1ccccc1,-0.1%,nt,-0.1%,20%,i,-5%,-0.2%,nt,nt,nt,
COc1cc2c(cc1/C=C/[N+](=O)[O-])OCO2,nt,-16%,nt,10%,nt,-25%,0.5%,-2.8%,38,32,

# Screening results from PubChem BioAssay.

# Only part of the results is shown (hit frequency here may not be typical).
